Screening results from PubChem BioAssay.
OXTR potentiator – potentiators of human oxytocin receptor | P30559 | CHO-OTR cells, Fluo-8 calcium fluorescence, potentiator mode; 0% = oxytocin EC15, 100% = EC100 | activation, % at 3 µM | 320,000 compounds, 0.061% hits | AID 2445;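 active = activation above that plate's cutoff, the mean activation of tested compounds plus 3 SD, cut at about 6.6% in these data, passing the limit was not always enough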;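 note: 100% uses oxytocin at 75 nM as the full agonist control; some results filed as inactive read as strong as hits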
Target sequence (P30559 whole entry, looked up): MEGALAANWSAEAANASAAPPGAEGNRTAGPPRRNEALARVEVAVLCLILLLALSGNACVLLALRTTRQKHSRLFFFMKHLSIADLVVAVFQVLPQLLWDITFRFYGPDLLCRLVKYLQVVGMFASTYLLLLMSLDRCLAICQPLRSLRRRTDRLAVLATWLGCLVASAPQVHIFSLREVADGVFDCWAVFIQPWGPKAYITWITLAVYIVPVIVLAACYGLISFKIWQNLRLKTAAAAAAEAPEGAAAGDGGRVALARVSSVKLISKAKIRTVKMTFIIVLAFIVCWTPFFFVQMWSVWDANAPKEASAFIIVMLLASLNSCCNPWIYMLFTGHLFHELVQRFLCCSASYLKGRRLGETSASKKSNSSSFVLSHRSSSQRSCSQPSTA
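Measured by – Fluo-8 calcium dye fluorescence · Test system – human OTR in CHO cells · Dosing – one concentration, 3.0 µM compound · Controls – EC15 oxytocin alone as 0%, 75 nM oxytocin as 100% · Evaluation – normalized max/min fluorescence ratio, % activation · Timing – 6 min pre-incubation, 100 s read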
CHO parental Ca – counter-screen: ATP calcium response change in parental CHO cells | AID 463079 | 330,000 compounds, 0.63% hits | inhibition, % at 5.6 µM | parental CHO-K1, ATP-induced calcium, Fluo-8 fluorescence;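 active = inhibition above that plate's mean sample inhibition plus 3 SD, cut at about 26% in these data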;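 note: 0% = ATP-challenged DMSO wells and 100% = DMSO wells without ATP; some compounds past the cut are filed as inactive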
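Assay system – parental CHO cells · Reagent – ATP stimulus · Detection – intracellular calcium via Fluo-8 no-wash fluorescent dye · Evaluation – percent inhibition of ATP-evoked calcium rise, normalized to controls · Controls – ATP wells versus no-ATP DMSO wells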
M1 ag – human M1 muscarinic receptor agonism. CHO-K1 hM1, Fluo-8 calcium fluorescence, agonist mode; 0% DMSO, 100% acetylcholine EC100. P11229. activation, % at 3 µM. AID 588814. 360,000 compounds, 0.33% hits;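 active = activation above the run's mean compound activation plus 3 SD, cut at about 16% in these data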;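 note: peak over basal fluorescence ratio within a 140 s kinetic read after compound addition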
TAAR1 agonist – agonists of human TAAR1. activation, % at 3 µM. Q96RJ0. 360,000 compounds, 0.99% hits. CHO RD-HGA16 TAAR1, Fluo-8 calcium fluorescence; vehicle wells 0%, saturating PEA agonist 100%;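 active = activation above the mean activation of all test compounds in the run plus 3 SD, cut at about 38% in these data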
Target sequence (Q96RJ0 whole entry, looked up): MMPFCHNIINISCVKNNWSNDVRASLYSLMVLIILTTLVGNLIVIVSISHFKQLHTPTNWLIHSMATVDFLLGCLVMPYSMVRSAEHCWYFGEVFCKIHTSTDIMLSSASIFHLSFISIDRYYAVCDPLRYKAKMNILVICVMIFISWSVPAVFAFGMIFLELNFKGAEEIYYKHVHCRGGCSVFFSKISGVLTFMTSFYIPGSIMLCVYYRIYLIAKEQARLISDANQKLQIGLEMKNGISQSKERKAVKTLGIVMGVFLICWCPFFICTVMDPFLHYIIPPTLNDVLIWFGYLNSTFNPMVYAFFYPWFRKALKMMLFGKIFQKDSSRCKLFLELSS
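Test system: RD-HGA16 (CHO) cells co-expressing Gα16 and hTAAR1 / Benchmarks: DMSO vehicle as 0%, PEA at EC100 as 100% / Repeats: no replicates (n 1) / Measure: % activation from peak over basal fluorescence ratio, DMSO-to-PEA scaled / Timing: 17-24 h plating, Fluo-8 75 min 37 °C, 30 min RT / Technique: kinetic Fluo-8 calcium fluorescence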
M1 antag – antagonists of human M1 muscarinic receptor. P11229. CHO-K1 hM1, Fluo-8 calcium fluorescence, ACh EC80 antagonist. inhibition, % at 3 µM. 360,000 compounds, 1.3% hits. AID 588852;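 active = percent inhibition above its own plate's cutoff, namely the mean of that plate's compound wells plus 3 SD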;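 note: peak over basal fluorescence ratio during 140 s after agonist addition; 0% = ACh EC80 plus DMSO and 100% = DMSO alone without agonist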
M1 ag parental – nonselective activator or artifact in parental CHO-K1 cells; Fluo-8 calcium fluorescence; scaled to maximal ATP response, vehicle zero; activation, % at 3 µM; 360,000 compounds, 0.48% hits; AID 602248; in the data active = activation above about 15%;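 note: untransfected CHO-K1 host cells lacking M1 receptor as counterscreen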
CHO-K1 Ca antag – counter-screen for M1 antagonists: effect in parental CHO-K1 cells. 360,000 compounds, 0.6% hits. inhibition, % at 3 µM. ATP-induced calcium, Fluo-8 fluorescence;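 active = inhibition above a per-plate cutoff, the plate's mean sample inhibition plus 3 SD, cut at about 24% in these data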;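 note: 0% = DMSO plus EC80 ATP and 100% = DMSO alone without ATP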
CHO-K1 Ca PAM – nonselective activator or artifact in parental CHO-K1 calcium assay; AID 602247; 360,000 compounds, 0.02% hits; ATP EC20, Fluo-8 calcium fluorescence; 0% at ATP EC20, 100% at ATP max; activation, % at 3 µM;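 active = activation above the run cutoff, the mean activation of all test compounds plus 3 SD, cut at about 40% in these data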;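 note: peak over basal fluorescence ratio in a 140 s read after ATP addition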
TAAR1 antag – antagonists of human TAAR1; CHO RD-HGA16 TAAR1, Fluo-8 calcium fluorescence, antagonist; 360,000 compounds, 1.5% hits; inhibition, % at 3 µM; AID 624466; Q96RJ0;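 active = inhibition above a per-plate cutoff, the mean inhibition of test compounds on that plate plus 3 SD, cut at about 49% in these data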;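 note: 0% = DMSO plus EC80 beta-PEA response and 100% = DMSO alone without agonist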
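System: RD-HGA16 CHO cells with stable hTAAR1 and Gα16 | Probe or stimulus: EC80 β-phenethylamine stimulus | Dosing: 3 µM, single point | Times: Dye loading 75 min at 37 °C, then 30 min room temperature | Measured by: Fluo-8 calcium-sensitive fluorescence | Read-out basis: % inhibition of agonist calcium response | Replicates: n of 1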
Starred values were filed as active, the others as inactive; / = no result given.

SMILES	OXTR potentiator	CHO parental Ca	M1 ag	TAAR1 agonist	M1 antag	M1 ag parental	CHO-K1 Ca antag	CHO-K1 Ca PAM	TAAR1 antag
COc1ccccc1N1CCN(S(=O)(=O)c2ccccc2)CC1	2.2	-11.7	-5.3	5.8	-4.3	1.9	-21.4	18.0	5.0
O=C(N1CCOCC1)n1cnc2ccccc21	0.6	-1.7	0.1	8.7	-12.7	0.5	-7.2	10.4	2.0
CC(=O)c1ccc(OCc2cc(C(=O)NC(C)CCn3cccn3)no2)cc1 (stereo not drawn)	-1.2	3.6	-0.1	6.9	-5.3	2.4	3.8	-7.5	-18.3
COc1ccc([C@H]2C[C@@H](O)[C@H](n3cc(COC(=O)c4ccccc4)nn3)CN2Cc2cccs2)cc1	/	/	-2.8	0.3	-3.9	0.8	-5.6	3.5	0.3
CCCn1c(C)cc(-c2csc(N)n2)c1C	-8.0	-1.4	-3.9	5.4	-9.8	0.7	-10.7	20.8	-8.5
CCOC(=O)C1CCCN(C(=O)c2cccs2)C1 (stereo not drawn)	-4.6	-7.8	-1.2	7.5	-18.0	0.2	-0.2	4.7	-2.5
COc1cccc(C2C(C(N)=O)=C(C)Nc3nc(CCCO)nn32)c1OC (stereo not drawn)	2.5	-5.2	1.5	0.5	-20.9	0.5	-5.8	17.2	-10.8
COC(=O)[C@@]1(Cc2ccccc2)[C@H]2C(=O)N(Cc3ccccc3)C(=O)[C@H]2[C@H]2CN=C(SC)N21	/	-21.0	-1.5	3.2	-6.9	1.6	-16.6	-6.8	8.1
O=C(CC(NS(=O)(=O)c1ccc(Cl)cc1)c1ccco1)NCc1ccco1 (stereo not drawn)	-4.6	-22.7	7.0	12.6	-26.6	0.0	20.8	-8.4	-0.7
CCC(C)NS(=O)(=O)c1ccc(OCC(=O)Nc2ccc3c(c2)OCO3)cc1 (stereo not drawn)	-10.3	-4.0	0.5	-1.8	-2.7	4.0	-23.2	-8.0	-2.3
O=c1nc2ccccc2c2n1CC(CN1CCN(c3cccc(Cl)c3)CC1)N2 (stereo not drawn)	-8.7	-9.6	0.6	10.6	11.6	2.6	-8.3	-12.2	-1.2
O=C(NCCN1CCOCC1)c1ccc2c(c1)N(Cc1c(F)cccc1Cl)C(=O)c1ccccc1S2	-11.5	-27.5	-7.3	17.0	-11.8	0.8	-10.3	18.7	0.5
CC(CNS(=O)(=O)c1ccc(Cl)cc1)n1cncn1 (stereo not drawn)	-12.0	-4.8	-2.3	1.7	7.5	0.1	-12.2	16.9	-13.5
CC(C)(C)c1ccc(C(=O)NNc2cc(N3CCOCC3)nc(N3CCOCC3)n2)cc1	-1.2	-18.3	-6.2	7.0	16.4	0.3	-11.6	9.7	18.6
CCOC(=O)N1CCc2c(sc(NC(=O)C3COc4ccccc4O3)c2C(N)=O)C1 (stereo not drawn)	-12.8	-1.1	1.3	13.7	1.1	4.8	-6.9	10.1	45.5
O=C(C1=C[C@@H](C2CC2)C[C@@H](OCCCCO)O1)N1CCN(Cc2ccc3c(c2)OCO3)CC1	0.2	-18.3	-5.4	5.1	-5.6	0.7	-18.6	13.7	14.7
N=C1C(c2nc3ccccc3[nH]2)=C(O)CN1c1ccc(F)cc1	-6.2	-27.4	-1.8	-0.1	1.7	0.2	-4.6	7.5	7.3
CCOC(=O)[C@H]1[C@H]2COc3ccc(C)cc3[C@@H]2N2C(=O)CN(C)C(=O)[C@@]12C	/	/	0.9	1.7	-16.8	0.8	-1.9	17.8	-27.1
O=C(/C=C/c1ccc(-c2ccccc2)o1)c1ccccc1	-2.6	-14.2	-2.0	1.2	-0.4	0.2	-2.8	-3.9	-21.2
Cn1cnnc1SCC(=O)Nc1ccc(F)cc1	-10.1	-13.2	-0.5	0.5	0.3	2.1	-16.1	4.8	-23.6
C=CCOc1cccc(C2C(C(=O)c3ccc(C)o3)=C(O)C(=O)N2c2nccs2)c1 (stereo not drawn)	-6.3	-17.1	-4.5	5.3	-7.1	1.8	3.0	22.4	-6.0
CC1CC(Nc2ccccc2)=NC1(C)C (stereo not drawn)	-0.4	-3.8	-11.2	0.2	12.1	-0.3	14.4	-10.7	-8.0
O=C(O)CCC(=O)N1N=C(c2ccc(Br)cc2)CC1c1ccc(Br)cc1 (stereo not drawn)	-9.8	-0.1	-2.2	2.0	-1.3	0.4	-7.2	11.3	-5.6
Cc1ccc(F)cc1NC(=O)C1CCN(c2cnccn2)CC1	-4.8	-9.8	-2.6	3.0	-4.5	0.3	-14.0	19.2	-9.1
C[C@@H](O)CNC(=O)c1[nH]cnc1C(=O)Nc1cccc(Cl)c1	/	/	-0.2	2.9	-1.0	0.1	-3.5	-2.1	-6.0

(continued)
SMILES	OXTR potentiator	CHO parental Ca	M1 ag	TAAR1 agonist	M1 antag	M1 ag parental	CHO-K1 Ca antag	CHO-K1 Ca PAM	TAAR1 antag
CC(C)C[C@@H](CNCC(=O)[C@H](Cc1c[nH]c2ccccc12)NC(=O)c1[nH]cnc1C(=O)N[C@@H](C)CN)NC(=O)c1nc[nH]c1C(=O)N[C@@H](C)C(=O)O	/	/	-0.1	0.3	-14.9	-0.5	13.3	4.5	-10.7
Cc1cc(OCC(=O)Nc2ncn[nH]2)ccc1Cl	-4.2	-10.5	-0.1	13.5	-3.5	0.2	8.5	-7.2	7.9
O=C(CN1C(=O)NC(c2ccccc2)(c2ccccc2)C1=O)NCc1ccco1	-0.2	-8.6	-1.0	3.4	-9.1	1.3	-9.8	22.8	-7.6
COc1ccc(N2CCN(C(CNC(=O)C(=O)NCCCO)c3ccco3)CC2)cc1 (stereo not drawn)	-9.6	10.1	-1.9	0.5	-7.2	0.9	-14.3	13.2	-15.8
S=C(NCCc1ccccc1)Nc1cccc2cnccc12	-32.8	51.7*	1.3	51.5*	28.1	12.0	32.5*	-23.4	5.6
NC(=O)C1CCN(C(=O)COc2ccc3ccccc3c2Br)CC1	-4.8	3.6	-1.6	6.1	-11.6	0.1	-5.1	0.7	-11.9
Cc1sc2nc(CSC(C)C(=O)N(C)CC(=O)Nc3ccccc3C(F)(F)F)[nH]c(=O)c2c1C (stereo not drawn)	-4.9	-23.1	-3.9	6.6	0.0	5.4	4.1	10.8	9.8
Cc1ccc(NC(=O)COC(=O)c2ccco2)cc1	-1.3	-8.2	-4.0	1.7	7.9	-0.4	18.7	-13.0	8.9
O=C(NCc1ccc(Cl)cc1)C1CCC(=O)N(C2CCCCCC2)C1 (stereo not drawn)	-3.9	-2.3	-2.4	2.9	-6.0	1.1	2.8	10.2	-8.4
COC(=O)c1ccc(/C=N/NC(=O)CC(=O)NC2CCCCC2)cc1	-13.0	-5.3	-5.2	-1.2	-7.9	0.6	-5.0	18.6	11.9
Cc1ccc(C(=O)Nc2cccc(C(=O)N3CCN(C)CC3)c2)cc1	-3.8	-7.4	-3.6	2.6	-13.5	0.1	-6.0	9.2	-8.0
O=C(COc1ccc(S(=O)(=O)N2CCOCC2)cc1)NCc1ccccc1	-5.7	7.2	-2.2	0.9	29.2*	0.3	21.7	-16.4	-20.4
Cc1ccc(C(=O)NC(=S)Nc2ccc(N3CCOCC3)cc2)cc1	-7.7	-21.2	-4.9	2.3	-5.8	0.9	-9.7	10.0	-20.5
COc1cccc(C(=O)Nc2c[nH]c(=O)[nH]c2=O)c1	-7.7	8.1	-3.8	-0.4	-25.1	1.5	-17.6	29.5	-6.5
COc1cc(C(=O)NNC(=O)CN2C(=O)NC3(CCCC3)C2=O)cc(OC)c1OC	-2.9	5.4	-1.6	2.7	-5.4	0.7	-9.8	2.2	6.7
COc1ccc2nc(C)cc(Nc3ccc(C(=O)O)cc3)c2c1	-16.9	4.7	0.0	/	7.8	0.6	-12.6	-5.0	/
Nc1ccc(C(=O)OC2CCOC2=O)cc1[N+](=O)[O-] (stereo not drawn)	-4.6	-9.5	-6.0	-0.2	-3.1	0.5	-6.1	21.7	-6.0
COc1ccc([C@H]2C[C@@H](n3cc(-c4ccc(F)cc4)nn3)[C@H](O)CN2CC2CCCCC2)cc1	/	/	-4.5	0.2	11.4	0.0	-10.2	-7.8	6.1
COC(=O)[C@]12CCCCC=C1N(Cc1ccc(Cl)cc1Cl)C(=O)[C@H](CC(=O)NCCCN1CCCC1=O)C2	/	/	/	5.9	/	3.5	-22.0	19.4	-11.1
Cc1nc(-c2ccccc2OC(F)(F)F)[nH]c(=O)c1Cl	0.2	-2.7	0.1	1.3	0.6	0.5	-10.7	12.0	-24.3
O=C(COC(=O)Cc1ccc(Cl)cc1)Nc1ccccc1F	-6.0	-6.0	-4.5	0.3	-7.0	0.2	-14.1	3.1	26.5
COc1cccc(N2C(=O)C3CCCN3C2=S)c1 (stereo not drawn)	-17.0	-5.4	-3.6	0.4	-17.0	0.8	-19.0	2.5	5.0
Cc1ccc(NS(=O)(=O)c2ccc(C)c(NC(=O)c3ccc(S(=O)(=O)N4CCCCCC4)cc3)c2)c(C)c1	/	/	-2.9	3.6	11.8	1.4	3.9	17.3	-26.8
CCCc1cc(=O)oc2cc(OC(C)C(=O)NCC3CCC(C(=O)O)CC3)c(Cl)cc12 (stereo not drawn)	-1.6	-6.7	-0.9	1.1	-4.2	0.2	-1.2	13.9	4.7
S=c1nc(NCc2ccc3c(c2)OCO3)c2ccccc2[nH]1	/	/	-1.3	7.8	-9.7	2.3	-7.8	8.5	11.0
Cc1ccc(NCc2n[nH]c(=S)n2-c2ccccc2)cc1	-1.6	-3.6	-8.0	7.1	-4.5	1.0	-4.5	20.1	0.8

4 records drawn at random from the list so far:
SMILES	OXTR potentiator	CHO parental Ca	M1 ag	TAAR1 agonist	M1 antag	M1 ag parental	CHO-K1 Ca antag	CHO-K1 Ca PAM	TAAR1 antag
COc1ccc([C@H]2C[C@@H](n3cc(-c4ccc(F)cc4)nn3)[C@H](O)CN2CC2CCCCC2)cc1	/	/	-4.5	0.2	11.4	0.0	-10.2	-7.8	6.1
CCCc1cc(=O)oc2cc(OC(C)C(=O)NCC3CCC(C(=O)O)CC3)c(Cl)cc12 (stereo not drawn)	-1.6	-6.7	-0.9	1.1	-4.2	0.2	-1.2	13.9	4.7
Cc1cc(OCC(=O)Nc2ncn[nH]2)ccc1Cl	-4.2	-10.5	-0.1	13.5	-3.5	0.2	8.5	-7.2	7.9
NC(=O)C1CCN(C(=O)COc2ccc3ccccc3c2Br)CC1	-4.8	3.6	-1.6	6.1	-11.6	0.1	-5.1	0.7	-11.9
